Screening results deposited in PubChem by several laboratories.
HePTP inhibitor: human HePTP phosphatase inhibition | P35236 | recombinant HePTP phosphatase activity, OD absorbance | inhibition, % at 20 µM | 0.64% of 110,000 active; in the data active means inhibition above about 50%;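 further: plate controls were vehicle for no effect and reference inhibitor for full effect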
Target sequence (P35236 whole entry, looked up): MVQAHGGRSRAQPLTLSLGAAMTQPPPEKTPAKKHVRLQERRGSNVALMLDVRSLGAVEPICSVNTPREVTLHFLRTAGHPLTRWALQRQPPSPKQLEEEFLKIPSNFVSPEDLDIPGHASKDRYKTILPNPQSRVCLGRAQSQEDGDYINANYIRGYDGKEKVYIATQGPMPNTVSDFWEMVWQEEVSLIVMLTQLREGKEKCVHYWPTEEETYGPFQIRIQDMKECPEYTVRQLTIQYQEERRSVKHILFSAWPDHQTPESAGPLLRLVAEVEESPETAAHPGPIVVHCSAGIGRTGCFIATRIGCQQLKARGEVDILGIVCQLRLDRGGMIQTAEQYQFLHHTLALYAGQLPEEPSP
BAP1 inh: inhibitors of human BAP1 deubiquitinase | Q92560 | recombinant BAP1, Ub-AMC hydrolysis fluorescence kinetic; active compounds read low | activity remaining (% of control), % at 20 µM | 0.48% of 72,000 active;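 active means activity remaining at or below 50% of control, provided the compound also passes the data quality filters; inactive means the rest, including low values that fail the filters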;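 further: 100% = DMSO wells rate and 0% = substrate alone blank rate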
Target sequence (Q92560 whole entry, looked up): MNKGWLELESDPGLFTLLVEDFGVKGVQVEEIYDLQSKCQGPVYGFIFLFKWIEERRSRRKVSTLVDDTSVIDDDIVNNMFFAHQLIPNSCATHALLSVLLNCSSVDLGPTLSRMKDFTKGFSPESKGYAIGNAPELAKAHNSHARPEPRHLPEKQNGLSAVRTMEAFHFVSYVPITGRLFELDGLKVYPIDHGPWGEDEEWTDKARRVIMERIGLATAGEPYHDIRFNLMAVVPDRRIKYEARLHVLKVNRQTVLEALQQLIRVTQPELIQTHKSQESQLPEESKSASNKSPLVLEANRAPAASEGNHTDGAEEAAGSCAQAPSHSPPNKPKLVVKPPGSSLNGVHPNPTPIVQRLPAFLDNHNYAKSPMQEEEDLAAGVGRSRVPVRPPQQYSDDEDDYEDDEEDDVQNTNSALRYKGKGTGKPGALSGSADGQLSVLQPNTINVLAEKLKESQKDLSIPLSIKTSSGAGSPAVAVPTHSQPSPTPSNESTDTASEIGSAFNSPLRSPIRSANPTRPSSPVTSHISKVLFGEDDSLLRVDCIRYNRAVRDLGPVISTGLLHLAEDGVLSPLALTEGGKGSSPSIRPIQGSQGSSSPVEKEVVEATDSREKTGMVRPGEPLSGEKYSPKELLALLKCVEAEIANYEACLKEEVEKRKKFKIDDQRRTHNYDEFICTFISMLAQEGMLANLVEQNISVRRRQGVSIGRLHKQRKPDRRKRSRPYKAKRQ
Numbers without * were called inactive; & = joins results of further samples. An unsorted share of the library; 0.83% or so of the library scored in one or more.

`Fc1ccccc1COc1ccccc1/C=N/n1cnnc1` gave HePTP inhibitor 8.
`CCCCC(=O)Nc1cccc(-c2nc3ncccc3o2)c1` gave HePTP inhibitor -1 and BAP1 inh 97.
CC1(C)Cc2c(sc3ncn4nnnc4c23)CO1 was read as HePTP inhibitor 5 and BAP1 inh 86.
For Cc1cccc(OCc2nnc(NC(=O)Nc3ccccc3)s2)c1 the results were HePTP inhibitor 5.
COc1ccc(C)cc1NCc1ccc(OC)c(C)c1OC was read as HePTP inhibitor 7.
For O=C(COc1cccc2ccccc12)Nc1ccncc1 the results were HePTP inhibitor 3.
For CCOCc1nnc(NC(=O)CSc2ccccc2)s1 the results were HePTP inhibitor -11 and BAP1 inh 92.
For Cc1ccc(CS(=O)(=O)CCC(=O)NCC2CCCO2)cc1 (configuration not stated) the results were HePTP inhibitor 10 and BAP1 inh 87.
`CCOC(=O)N1CCN(C(=O)c2ccc3c(=O)n(CCC4=CCCCC4)c(=O)[nH]c3c2)CC1` gave HePTP inhibitor 5 and BAP1 inh 90.
Screening Cc1cc(NC(=O)CCC(=O)N(C2CC2)C2(C(=O)NC3CCCC3)CCC(C)CC2)no1 (configuration not stated) returned HePTP inhibitor 6 and BAP1 inh 96.
For O=c1cc(-c2ccccc2)nc2nc(-c3ccco3)[nH]n12 the results were HePTP inhibitor -13 and BAP1 inh 137.
`O=C(c1ccccc1)N1CCCCC(Sc2nnnn2-c2ccccc2)C1=O` (configuration not stated) gave HePTP inhibitor -4 and BAP1 inh 79.
CN(C)C(=O)c1ccc(COc2ccccc2Br)o1 was read as HePTP inhibitor 8 and BAP1 inh 103.
Screening CCOC(=O)CNC(=O)CSc1nc(C)cc(C)c1C#N returned HePTP inhibitor 4 and BAP1 inh 106.
CCCN(C#N)c1nc(NCC)nc(NC(C)C)n1 was read as HePTP inhibitor -13 and BAP1 inh 72.
`Cc1cc(/C=N\O)c(C)n1-c1ccncc1` gave HePTP inhibitor 2 and BAP1 inh 102.
`Cc1cccc(NC(=O)c2ccccc2C(=O)O)c1` gave HePTP inhibitor 11 and BAP1 inh 78&54.
For O=C(CSCC(=O)Nc1ccccc1)NCC(=O)c1ccccc1 the results were HePTP inhibitor 3.
For O=C1CCCN1Cc1cc(Cl)c2cccnc2c1O the results were BAP1 inh 76.
Screening Cc1nn2c(c1-c1ccccc1)NC1=C(C(=O)CCC1)C2c1cccnc1 (configuration not stated) returned HePTP inhibitor -4 and BAP1 inh 84.
`COc1ccccc1N1CCN(S(=O)(=O)c2cccc(F)c2)CC1` gave HePTP inhibitor 0 and BAP1 inh 110.
For CC(C)(C)c1ccc(OCC(=O)N2CCN(C=O)CC2)cc1 the results were HePTP inhibitor 0.
For Cn1c2ccccc2c2nnc(SCN3C(=O)c4ccccc4C3=O)nc21 the results were HePTP inhibitor 4 and BAP1 inh 84.
For CCOC(=O)C1=C(C)NC2=C(C(=O)CCC2)C1c1ccc(N(C)C)cc1 (configuration not stated) the results were HePTP inhibitor 0 and BAP1 inh 80.
`O=c1cc(C(F)(F)C(F)F)oc2c1ccc1ccccc12` gave HePTP inhibitor 6.
`COc1ccc(CCN2C(=O)CC(Cc3ccccc3)C2=O)cc1OC` (configuration not stated) gave HePTP inhibitor -11.
`CC(C)N(C(=O)CSc1nc2c([nH]1)c(=O)n(C)c(=O)n2C)c1ccccc1` gave HePTP inhibitor 2 and BAP1 inh 95.
Screening O=C(Oc1cc(-c2ccccc2)c2oc(=O)sc2c1)c1ccc([N+](=O)[O-])cc1 returned HePTP inhibitor 3.
For CCCN(CC(=O)c1cc(C)n(C)c1C)S(=O)(=O)c1cccc(C(F)(F)F)c1 the results were HePTP inhibitor 5 and BAP1 inh 71.
O=C1CSC(c2ccc([N+](=O)[O-])cc2)N1CC12CC3CC(CC(C3)C1)C2 (configuration not stated) was read as HePTP inhibitor 1 and BAP1 inh 91.
COc1ccc(N2CCN(Cc3nc4c(c(=O)n(C)c(=O)n4C)n3Cc3cccc(C)c3)CC2)cc1 was read as HePTP inhibitor 5 and BAP1 inh 102.
Screening COc1ccc(CCn2c(=N)c(C(=O)NCc3ccco3)cc3c(=O)n4ccccc4nc32)cc1OC returned HePTP inhibitor 0 and BAP1 inh 110.
Screening CN(C)CCN1C(=O)C(=O)/C(=C(/O)c2ccccc2)C1c1ccccc1 (configuration not stated) returned HePTP inhibitor 4 and BAP1 inh 94.
`CC1CN(Cc2nc3c(c(=O)n(C)c(=O)n3C)n2Cc2ccc(Cl)cc2)CC(C)O1` (configuration not stated) gave HePTP inhibitor 5 and BAP1 inh 95.
For COc1ccc(NC(=O)c2oc3ccccc3c2NC(=O)c2ccc3c(c2)OCO3)cc1 the results were HePTP inhibitor -3.
Screening COc1ccc(NC(=O)CCNC(=O)Cn2ccc3ccccc3c2=O)c(OC)c1 returned HePTP inhibitor 7 and BAP1 inh 98.
CCn1c(CSc2nc(C)cc(C)n2)nnc1SCC(=O)N1CCCc2ccccc21 was read as HePTP inhibitor -5 and BAP1 inh 99.
CCOC(=O)c1sc(C)c2c(=O)n(CCCN3CCOCC3)cnc12 was read as HePTP inhibitor 3 and BAP1 inh 104.
Screening COc1ccc(/C=C/C(=O)Nc2cccc(C(F)(F)F)c2)cc1Br returned HePTP inhibitor -2.
`Cc1ccc(OCC(=O)NCc2ccc3c(c2)OCO3)c(Br)c1` gave HePTP inhibitor 2.
`CCn1cc(C(=O)N2CC=C(c3ccccc3)CC2)c(=O)c2ccc(C)nc21` gave HePTP inhibitor 0 and BAP1 inh 90.
For COc1cccc(-c2nn(C)c3sc(C(=O)N4CCOCC4)cc23)c1 the results were HePTP inhibitor 6 and BAP1 inh 95.
c1ccc(-c2cc(CSc3nc4ccccc4[nH]3)on2)cc1 was read as HePTP inhibitor 6 and BAP1 inh 83.
For COc1cc(C2C(C(=O)/C=C/c3ccccc3)=C(O)C(=O)N2c2ccccc2)ccc1O (configuration not stated) the results were HePTP inhibitor 0.
`Nc1nc2n(n1)C(c1cccs1)CC(c1ccc(Br)cc1)N2` (configuration not stated) gave HePTP inhibitor 9 and BAP1 inh 98.
O=S(=O)(N/N=C/c1cccs1)c1ccc(Cl)cc1 was read as HePTP inhibitor -3.
For CN(C1=NC(=O)/C(=C\c2ccc(F)cc2)S1)c1ccc(O)cc1 the results were HePTP inhibitor -9.
Screening CN/C(=C/[N+](=O)[O-])NCCSCc1ccc(CN(C)C)o1 returned HePTP inhibitor 5 and BAP1 inh 51.
`COc1cc(C(=O)N=Nc2c(O)[nH]c3ccc(Br)cc23)cc(OC)c1OC` gave HePTP inhibitor 26.
`CCCCc1ccc(S(=O)(=O)Nc2cc(C)on2)cc1` gave HePTP inhibitor -2 and BAP1 inh 61.
For CCOc1ccccc1OCCCCNC(C)(C)C the results were HePTP inhibitor 4.
`Cc1cccc(C)c1OCCN1CCCC1` gave HePTP inhibitor -1.
Screening Cc1ccc(S(=O)(=O)Nc2ccc3c(c2)ncn3C)cc1 returned HePTP inhibitor -2.
Screening O=C1c2ccccc2S(=O)(=O)N1Cc1cc(=O)n2ccsc2n1 returned HePTP inhibitor 0 and BAP1 inh 98.
Screening COc1ccc(C(=O)Nc2nc3c(ccc4ccccc43)s2)c(OC)c1 returned BAP1 inh 480.
`CCOC(=O)C(=CNc1cc(C)ccc1O)C(=O)OCC` gave HePTP inhibitor 1.
COc1ccc(CN(CC(=O)NCC2CCCO2)C(=O)CCC(=O)Nc2cc(C)on2)cc1 (configuration not stated) was read as HePTP inhibitor -7 and BAP1 inh 114.
`COc1ccc(Br)cc1-c1noc(-c2ccccc2F)n1` gave HePTP inhibitor -5 and BAP1 inh 64.
`Cc1c(OCc2ccccc2Cl)ccc2c3c(c(=O)oc12)CCC3` gave BAP1 inh 123.
Cc1cccc(-c2nc(CS(=O)CC(=O)NCC3CCCO3)c(C)o2)c1 (configuration not stated) was read as HePTP inhibitor 1 and BAP1 inh 98.
`CCc1c(C)c(C#N)c2nc3ccccc3n2c1Nc1ccc(OC)cc1` gave HePTP inhibitor -6.
CCOc1cccc(C(=O)Nc2ccc(-c3nc4cc(Cl)ccc4o3)cc2)c1 was read as HePTP inhibitor 5.
`CCSCCOC(=O)C1=C(C)NC(=O)NC1c1cccc(Br)c1` (configuration not stated) gave HePTP inhibitor -9.
Screening CC(=O)c1cccc(NC(=O)CCS(=O)(=O)c2cccc3nonc23)c1 returned HePTP inhibitor 4.
`OCCOCCNc1ncnc2nc[nH]c12` gave HePTP inhibitor -9 and BAP1 inh 99.
Screening CC1(C)NN=C(N)SC1=O returned BAP1 inh 267.
Screening CN(Cc1ccncc1)C1CC(=O)N(c2ccc(Cl)cc2)C1=O (configuration not stated) returned HePTP inhibitor 1 and BAP1 inh 100.
For COCCCN1C(=O)c2cccc3cccc(c23)C1=O the results were HePTP inhibitor 3.
For C(=N\n1cnnc1)/c1ccc2c(c1)OCCO2 the results were HePTP inhibitor 3.
Screening COc1ccc(-c2csc(N)c2C(=O)OC(C)C)cc1OC returned HePTP inhibitor -12.
Screening OCCCNCc1cccc2ccccc12 returned HePTP inhibitor 14 and BAP1 inh 88.
`O=C1c2[nH]nc(-c3ccccc3O)c2C(c2ccc(F)cc2)N1CC1CCCO1` (configuration not stated) gave HePTP inhibitor -2 and BAP1 inh 99.
Screening Cc1ccc(-c2nc3cc(Cl)ccc3o2)cc1NC(=O)C(Cl)(Cl)Cl returned HePTP inhibitor 53*.
C(=Cc1ccccc1)C1=Nc2ccccc2NC(c2ccccc2)C1 (configuration not stated) was read as BAP1 inh 56.
COc1ccc(N2C(=O)c3cccc4c(N5CCNCC5)ccc(c34)C2=O)cc1 was read as HePTP inhibitor 2.
For O=C(CN(C(=O)CNS(=O)(=O)c1ccccc1)C1CCCC1)NCC1CCCO1 (configuration not stated) the results were HePTP inhibitor 7 and BAP1 inh 98.
For COc1ccc(NC(=O)c2cnccn2)c(OC)c1 the results were HePTP inhibitor -5.
`c1csc(CNc2nc3ccccc3n2CCN2CCOCC2)c1` gave HePTP inhibitor -6 and BAP1 inh 86.
Cc1ccc(C(=O)Nc2ccc(I)cc2)o1 was read as HePTP inhibitor 4.
`COc1ccc(C2NC(=S)NC(C)=C2C(=O)OCCOc2ccccc2)cc1` (configuration not stated) gave HePTP inhibitor 4.
Cc1noc(C)c1S(=O)(=O)N1CCCC(C(=O)NCc2ccccn2)C1 (configuration not stated) was read as HePTP inhibitor 6 and BAP1 inh 104.
`Cc1cc(C)c(OCC(=O)Nc2ccc3c(c2)OCO3)cc1C` gave HePTP inhibitor 3 and BAP1 inh 75.
Screening COc1ccc(N(CC(=O)N2CCc3ccccc3C2)S(=O)(=O)c2c(C)[nH]c(=O)[nH]c2=O)cc1 returned HePTP inhibitor -12 and BAP1 inh 88.
CSCCOC(=O)c1[nH]c2c(c1C)C(=O)CC(c1ccco1)C2 (configuration not stated) was read as HePTP inhibitor 8 and BAP1 inh 81.
Screening C=CCNC(=O)C1CCN(c2nc(C)cc(-c3ccccc3)n2)CC1 returned HePTP inhibitor 3 and BAP1 inh 97.
Screening O=C(Nc1nc(-c2ccc3ccccc3c2)cs1)c1ccc(Cl)cc1[N+](=O)[O-] returned HePTP inhibitor -11.
O=[N+]([O-])c1ccc(-c2[nH]nc(-c3ccccc3)c2-c2nc3ccccc3[nH]2)cc1 was read as HePTP inhibitor -11.
Screening CCc1ccccc1N1C(=O)/C(=C/c2cc(C)n(-c3cccnc3)c2C)C(=O)NC1=S returned HePTP inhibitor 3.
`O=C(CSc1nnc(CNC(=O)c2c(F)cccc2Cl)o1)Nc1ccccc1` gave HePTP inhibitor 5 and BAP1 inh 99.
CC1CCCN(Cc2nc3c(c(=O)n(C)c(=O)n3C)n2CCCc2ccccc2)C1 (configuration not stated) was read as BAP1 inh 92.

In the list so far, 10 contain an NH in an aromatic ring.
`CCOC(=O)N1CCN(C(=O)c2ccc3c(=O)n(CCC4=CCCCC4)c(=O)[nH]c3c2)CC1` gave HePTP inhibitor 5 and BAP1 inh 90.
For O=c1cc(-c2ccccc2)nc2nc(-c3ccco3)[nH]n12 the results were HePTP inhibitor -13 and BAP1 inh 137.
`CC(C)N(C(=O)CSc1nc2c([nH]1)c(=O)n(C)c(=O)n2C)c1ccccc1` gave HePTP inhibitor 2 and BAP1 inh 95.
c1ccc(-c2cc(CSc3nc4ccccc4[nH]3)on2)cc1 was read as HePTP inhibitor 6 and BAP1 inh 83.
`COc1cc(C(=O)N=Nc2c(O)[nH]c3ccc(Br)cc23)cc(OC)c1OC` gave HePTP inhibitor 26.
`OCCOCCNc1ncnc2nc[nH]c12` gave HePTP inhibitor -9 and BAP1 inh 99.
`O=C1c2[nH]nc(-c3ccccc3O)c2C(c2ccc(F)cc2)N1CC1CCCO1` (configuration not stated) gave HePTP inhibitor -2 and BAP1 inh 99.
Screening COc1ccc(N(CC(=O)N2CCc3ccccc3C2)S(=O)(=O)c2c(C)[nH]c(=O)[nH]c2=O)cc1 returned HePTP inhibitor -12 and BAP1 inh 88.
CSCCOC(=O)c1[nH]c2c(c1C)C(=O)CC(c1ccco1)C2 (configuration not stated) was read as HePTP inhibitor 8 and BAP1 inh 81.
O=[N+]([O-])c1ccc(-c2[nH]nc(-c3ccccc3)c2-c2nc3ccccc3[nH]2)cc1 was read as HePTP inhibitor -11.

Pulled by compound from above:
Screening CCc1ccccc1N1C(=O)/C(=C/c2cc(C)n(-c3cccnc3)c2C)C(=O)NC1=S returned HePTP inhibitor 3.
For O=C(CN(C(=O)CNS(=O)(=O)c1ccccc1)C1CCCC1)NCC1CCCO1 (configuration not stated) the results were HePTP inhibitor 7 and BAP1 inh 98.
`COc1ccc(C2NC(=S)NC(C)=C2C(=O)OCCOc2ccccc2)cc1` (configuration not stated) gave HePTP inhibitor 4.
